# BRCA1 expr act = increases BRCA1 expression; MCF7-BRCA1-FFLuc reporter, luminescence, 48 h; response scale: scaled: vehicle 0%, 10 µM genistein 100%; Potency, µM (top dose mostly 46.1 µM), for inactives: top-dose activation, actives largely listed as activators; 380,000 compounds, 1.1% hits; AID 624202; note: nearly all actives have a fitted effect of over 80% in size; some results filed as inactive show a strong effect at the top dose
#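 Reporter cells (MCF7, BRCA1 promoter-firefly luciferase) received library compounds across a concentration series for 48 h. End-point luminescence was measured and concentration-effect curves derived after normalization.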
# VP16 counter = counter-screen for ROR gamma inhibitors: Gal4-VP16 reporter. Drosophila S2 Gal4-VP16 UAS-luciferase, luminescence, 20 h. Potency, µM (highest dose often 53.6 µM), for inactives: top-dose activity, negative = inhibition, actives largely listed as inhibitors. 310,000 compounds, 3.5% hits. AID 2546;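 note: Gal4-VP16 expression switched on by copper sulfate through the metallothionein promoter; % is set by controls: 0 for no effect and ±100 for the full control effect; nearly all actives have a fitted effect of over 50% in size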
# ELG1 genotoxic = inducers of genotoxicity in HEK293T ELG1-luciferase cells. Potency, µM (highest dose often 46 µM), for inactives: at the highest dose activity change, positive = activation, most hits filed as activators. HEK293T ELG1-luciferase reporter, luminescence, 16 h. 330,000 compounds, 1.3% hits; note: % of control where 0% means no effect; nearly all actives have a fitted effect of over 60% in size
#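 DMSO vehicle served as control against compound-treated ELG1-luciferase HEK293T cells; exposure lasted 16 hr at 37 °C and 5% CO2, followed by ONE-Glo luminescence detection after 30 min.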
# NPC1 promoter act = activators of NPC1 promoter | 320,000 compounds, 2.4% hits | Potency, µM (highest dose often 9.22 µM), for the others: at the top dose activation, usual class: activators | Huh7 NPC1 promoter luciferase reporter, 24 h | AID 485313;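 note: % of control where 0% means no effect; nearly all actives have a fitted effect of over 60% in size; reporter is driven by a mutant NPC1 promoter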
#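 NPC1 promoter–luciferase Huh7 cells; 24 h compound; luminescence.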
# FLuc counter = inhibits or activates purified firefly luciferase, miR-21 counter-screen. P08659. purified FLuc, Km substrates, luminescence inhibition. Potency, µM (highest dose often 57.5 µM), inactives show top-dose activity change, negative = inhibition, hits mostly inhibitors. 360,000 compounds, 6.9% hits. AID 588342;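 note: plate controls were vehicle for no effect and reference inhibitor for full effect; nearly all actives have a fitted effect of over 55% in size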
# Target sequence (P08659 whole entry, looked up): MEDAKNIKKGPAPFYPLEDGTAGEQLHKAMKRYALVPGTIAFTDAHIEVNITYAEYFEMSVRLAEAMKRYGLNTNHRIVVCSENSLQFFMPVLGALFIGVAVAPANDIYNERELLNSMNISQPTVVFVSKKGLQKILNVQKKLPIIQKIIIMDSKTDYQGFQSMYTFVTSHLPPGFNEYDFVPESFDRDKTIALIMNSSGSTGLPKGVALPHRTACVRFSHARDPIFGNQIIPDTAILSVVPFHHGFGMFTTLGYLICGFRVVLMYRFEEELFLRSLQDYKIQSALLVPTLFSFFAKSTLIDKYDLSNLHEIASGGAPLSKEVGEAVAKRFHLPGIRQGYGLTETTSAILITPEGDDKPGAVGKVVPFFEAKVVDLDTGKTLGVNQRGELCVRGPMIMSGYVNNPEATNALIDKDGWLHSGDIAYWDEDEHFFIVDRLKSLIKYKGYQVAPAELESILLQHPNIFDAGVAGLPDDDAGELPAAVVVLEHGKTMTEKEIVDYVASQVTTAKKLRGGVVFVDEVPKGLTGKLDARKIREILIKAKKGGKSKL
#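 Purified P. pyralis luciferase (10nM final) with 10uM D-luciferin and 10uM ATP (Km levels) in 50mM Tris acetate pH 7.5, 10mM Mg acetate, 0.01% Tween-20, 0.05% BSA; qHTS 6-point titration, ~60 µM downward; luminescence read.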
# Rab9 promoter act = activates the Rab9 promoter; Huh7 Rab9 promoter-luciferase reporter, luminescence, 24 h; Potency, µM (titrated, usually from 9.22 µM), without a hit: at the highest dose activation, negative = inhibition, actives largely listed as activators; 320,000 compounds, 2.8% hits; AID 485297; note: % of control where 0% means no effect; nearly all actives have a fitted effect of over 60% in size
#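 Stable Rab9-luc Huh7, 1500 cells/well, 2 h settle; cmpd in DMSO, 24 h, 37 °C/5% CO2; luciferase reagent 10 min RT; luminescence.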
# CXXC DNA block = blocks binding of human MLL CXXC domain to DNA | Q03164 | MLL-CXXC / FITC-HOXA9 DNA fluorescence polarization | Potency, µM (highest dose often 115 µM), without a hit: top-dose activity change, negative = inhibition, hits mostly inhibitors | 290,000 compounds, 0.037% hits; active = well fitted inhibition curve with a large enough effect in the polarisation, with a control signal flat, not every such curve was filed as active; inconclusive = small, poorly fitted or top-dose-only effect, or effect the other way, or a change in a side signal; inactive = no such curve, though single readings can be large or run the other way; the % refers to the polarisation
#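 Fluorescence polarization: 7 uM MLL-CXXC (stock) preincubated 5 min with compounds, then 50 nM fluorescein-HOX-A9 DNA (stock) added; 30 min ambient. Buffer 50 mM Tris-HCl pH 7.5, 50 mM NaCl, 1 mM DTT, 0.05% BSA.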
# MBNL1-CUG inh = inhibitors of human MBNL1 binding to CUG repeat RNA | 280,000 compounds, 0.036% hits | AID 2675 | TR-FRET MBNL1-His/biotin-(CUG)12 binding, 665/545 ratio | Q9NR56 | Potency, µM (titrated, usually from 57.5 µM), for inactives: at the top dose activity change, negative = inhibition, actives largely listed as inhibitors; active = well fitted inhibition curve with a large enough effect in the signal ratio, with a control signal flat, not every such curve was filed as active; inconclusive = small, poorly fitted or top-dose-only effect, or effect the other way, or a change in a side signal; inactive = no such curve, though single readings can be large or run the other way; the % refers to the signal ratio; note: % is set by controls: 0 for no effect and ±100 for the full control effect
# Target sequence (Q9NR56 whole entry, looked up): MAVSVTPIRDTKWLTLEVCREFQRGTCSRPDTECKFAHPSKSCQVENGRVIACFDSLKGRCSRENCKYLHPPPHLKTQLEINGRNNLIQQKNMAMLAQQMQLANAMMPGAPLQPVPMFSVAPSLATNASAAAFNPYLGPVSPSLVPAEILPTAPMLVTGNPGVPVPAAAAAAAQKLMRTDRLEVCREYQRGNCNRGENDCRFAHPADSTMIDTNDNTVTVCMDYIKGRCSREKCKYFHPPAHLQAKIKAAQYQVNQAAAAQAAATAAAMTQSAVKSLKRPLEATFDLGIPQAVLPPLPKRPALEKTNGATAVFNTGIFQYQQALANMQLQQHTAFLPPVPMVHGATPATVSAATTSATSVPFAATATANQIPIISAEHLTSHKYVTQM
#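 His-tagged MBNL1 binding to biotinylated (CUG)12 RNA was measured by TR-FRET using terbium anti-His antibody (0.055 ng/ul final) and streptavidin-XL665 (5 nM final). Compounds were titrated 92 nM to 58 uM; 60 min at room temperature.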
# uPA generation = inhibitors of cell surface uPA generation; cell surface uPA generation assay, qHTS; 330,000 compounds, 0.31% hits; Potency, µM (highest dose often 38.3 µM), without a hit: at the top dose activity change, negative = inhibition, most hits filed as inhibitors; active = well fitted inhibition curve with a large enough effect; inconclusive = small, poorly fitted or top-dose-only effect; inactive = no such curve, though single readings can be large or run the other way; tested in mouse RAW 264.7 cells; note: % is set by controls: 0 for no effect and ±100 for the full control effect; nearly all actives have a fitted effect of over 55% in size
# p53 reactivator = restores transcriptional activity of mutant p53; H1299 p53-A138V BP100-luciferase reporter, luminescence, 24 h; Potency, µM (series often up to 92.2 µM), inactives show top-dose activity change, positive = activation, hits mostly activators; 320,000 compounds, 0.063% hits; note: % of control where 0% means no effect; nearly all actives have a fitted effect of over 45% in size
#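 p53-null H1299 cells stably carrying temperature-sensitive p53-A138V and a BP100-luciferase reporter were pinned with compounds (4-point, 1:5 series) and held 24 hrs at 37 deg C. Luminescence was read 10 min after detection reagent.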
# RORg inh = ROR gamma (mouse) transcription inhibition; Drosophila S2 Gal4-RORgamma UAS-luciferase reporter, 20 h; Potency, µM (top dose mostly 53.6 µM), without a hit: top-dose activity change, negative = inhibition, actives largely listed as inhibitors; 310,000 compounds, 5.4% hits; AID 2551; note: % is set by controls: 0 for no effect and ±100 for the full control effect; nearly all actives have a fitted effect of over 60% in size
#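 ROR gamma transcriptional activity was tracked as Gal4-UAS luciferase output in stably transfected Drosophila Schneider cells, with compound added 1 hr before 700 uM copper sulfate induction and a 20 hr ambient-temperature incubation.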
# Active calls of the source: *; ? = inconclusive; . = not tested or not shown; [ ] = remark or other dose. Unless noted, calls come from the whole dose curve; as a rule, active = well fitted curve in the direction sought with a large enough effect; inconclusive = small, poorly fitted or top-dose-only effect, or another doubt; inactive = no such curve, though single readings can be large; an effect the other way counts as inactive or inconclusive. Potency is the fitted concentration of half-maximal effect. A portion of the library (hit frequency here may not be typical).
canonical_smiles,BRCA1 expr act,VP16 counter,ELG1 genotoxic,NPC1 promoter act,FLuc counter,Rab9 promoter act,CXXC DNA block,MBNL1-CUG inh,uPA generation,p53 reactivator,RORg inh
Cc1cc2nnc(SCC(=O)N(C)C3CCS(=O)(=O)C3)n2c2ccccc12 (stereo not given),15.3%,-12.5%,-1.8%,-1.2%,-0.7%,1.1%,-6.1%,-0.5%,-3.1%,0.6%,-10.1%
COc1ccc(N=C2C(=O)Nc3c(C)cccc32)cc1,-12.0%,1.9%,2.5%,-4.5%,?,2.4%,6.7%,?,-7.3%,12.2%,-14.4%
O=C(CSc1nnc2c(n1)[nH]c1ccccc12)Nc1ccc(S(=O)(=O)Nc2ncccn2)cc1,-3.2%,-19.4%,3.4%,1.3%,?,2.3%,-0.8%,?,8.1%,-3.2%,23.1%
COC(=O)Cc1ccc(NC(=S)NCc2ccccc2OC)cc1,26.2%,25.1µM*,-1.5%,-2.1%,?,-2.3%,9.2%,-22.9%,0.3%,-4.7%,8.91µM*
Cc1ccc(C23CCC(=O)N2C(C(=O)O)CS3)c(C)c1 (stereo not given),10.9%,0.2%,4.1%,1.4%,-2.7%,0.9%,-3.7%,-1.4%,1.7%,-2.8%,0.6%
O=S(=O)(Nc1ccc(-c2ccc(N3CCOCC3)nn2)cc1)c1cc(Cl)ccc1Cl,11.4%,.,-4.0%,11.5%,23.9µM*,1.1%,.,.,?,1.6%,.
C/C(=N\NC(=O)c1ccc(-c2ccccc2)cc1)c1cccc(N)c1,-20.5%,-16.2%,2.1%,7.6%,?,20.9%,0.1%,-2.0%,0.7%,2.2%,12.6µM*
NCCCCCc1nnc(SCC(N)=O)o1,0.3%,-5.2%,-0.3%,-4.5%,-1.8%,-8.5%,2.2%,1.1%,-1.7%,-2.9%,0.8%
CCCn1c(SCC(=O)NC2CC2)nnc1-c1ccccn1,-6.1%,3.9%,0.3%,0.6%,1.0%,-6.2%,5.4%,-3.6%,-0.5%,-5.6%,-7.2%
CCSC1=NC(=O)/C(=C2/C=Cc3ccccc3N2CC)S1,-48.2%,-10.1%,-7.0%,-0.8%,?,1.4%,-4.5%,?,6.9%,-9.9%,5.0%
Cc1cc(C)c2c(N)c(C(=O)NN3CC(=O)N(c4ccccc4F)CC3=O)sc2n1,-25.4%,-7.5%,-0.9%,?,-0.6%,2.8%,-5.1%,?,2.8%,-1.4%,0.9%
CC(C)CNC(=O)COC(=O)c1cccc(S(=O)(=O)NCC(F)(F)F)c1,-6.6%,-2.0%,0.7%,-0.5%,6.8%,4.7%,6.1%,-3.9%,1.3%,2.9%,3.0%
N#Cc1cccc(NC(=O)COC(=O)c2ccc3c(=O)n4c(nc3c2)CCC4)c1,.,-4.2%,2.3%,-3.4%,-1.1%,-0.8%,?,-2.0%,.,3.2%,-10.8%
Cc1ccsc1C(=O)Nc1ccccc1N1CCOCC1,15.1%,18.0%,-2.1%,6.1%,19µM*,-5.9%,4.0%,1.3%,-5.9%,5.3%,19.4%
CCC(C(=O)Nc1ccsc1C(=O)OC)c1ccccc1 (stereo not given),-19.3%,-5.7%[10 µM],-6.0%,-4.1%,1.5%,-10.5%,-1.5%,-10.5%,-2.3%,-1.2%,?
COC1(c2ccccc2)NC(=S)NN=C1c1ccccc1 (stereo not given),-12.6%,?,-1.6%,-1.1%,-0.4%,0.0%,2.9%,4.1%,6.3%,5.0%,11.2µM*
CCCCOc1ccc(C(=O)N2CCN(c3ccc(N4CCOCC4)nn3)CC2)cc1,-47.9%,.,-0.6%,-9.1%,5.4%,-12.5%,.,.,-3.4%,-9.5%,.
COc1ccc(CCNC(=O)COC(=O)c2ccc(OC)cc2OC)cc1,1.1%,.,0.5%,-5.8%,0.0%,-4.7%,.,.,1.1%,1.4%,.
COc1ccc(C(CC(=O)N2CCOCC2)C(C)C)cc1 (stereo not given),-4.1%,-1.8%,2.4%,-1.4%,2.3%,-1.4%,0.8%,6.2%,-4.2%,-11.3%,-17.6%
O=C(O)C1CC=CCC1C(=O)NCc1ccc2c(c1)OCO2 (stereo not given),2.5%,-2.6%,-0.8%,-3.7%,4.9%,-0.3%,12.3%,4.9%,-8.3%,4.3%,-12.7%
Cc1ccc(NCC(=O)N/N=C/c2cc3ccccc3nc2Cl)cc1,-40.1%,2.9%,5.0%,-2.3%,15.1µM*,-4.4%,7.9%,?,2.6%,14.8%,7.1%
Cc1c(/N=C/c2ccco2)n(Cc2ccccc2)c2ccccc12,-24.9%,6.4%,-3.9%,0.1%,3.6%,-1.2%,-7.4%,6.8%,-0.4%,-5.1%,4.9%
COc1cc(C2CC(=O)C3=C(C2)Nc2ncnn2C3c2cccs2)cc(OC)c1OC (stereo not given),-1.6%,-3.0%,-9.8%,-3.6%,0.8%,0.2%,0.3%,3.1%,0.3%,-3.9%,19.9%
O=C(COc1ccccc1)N/N=C/c1ccc(O[C@@H]2O[C@H](CO)[C@@H](O)[C@H](O)[C@H]2O)cc1,-25.5%,0.4%,-2.0%,-0.6%,-7.8%,0.9%,-0.1%,.,0.2%,-8.6%,3.0%
Cc1ccc2nc(N(CCCN(C)C)C(=O)c3cc4ccccc4oc3=O)sc2c1,-18.3%,-23.2%,5.6%,-0.6%,?,0.0%,-4.4%,.,1.4%,10.2%,-8.2%
COc1ccc(C(=O)NC(Nc2ccccc2)C(Cl)(Cl)Cl)cc1 (stereo not given),-36.8%,-13.1%,-2.4%,-2.4%,-1.4%,-1.9%,14.8%,-2.2%,2.0%,-4.4%,?
COc1ccc(CN2CCOCC2)cc1OC,-4.8%,-5.2%,-4.1%,-3.0%,2.8%,3.0%,6.4%,2.0%,-2.2%,-1.0%,27.2%
CCCCCC(=O)Nc1c(-c2cccs2)c(=O)c2ccccc2n1C,-12.1%,-2.0%,-2.3%,4.2%,-0.3%,-11.0%,-4.3%,3.5%,.,-3.8%,-13.7%
Cc1ccc(NC(=S)Nc2cccc(S(=O)(=O)Nc3c(C)n(C)n(-c4ccccc4)c3=O)c2)cc1,90.1%,4.2%,4.8%,2.2%,?,2.1%,19.9%,-2.9%,-2.6%,0.8%,11.2µM*
O=C(NCCOc1cccc(Oc2ccccc2)c1)c1cc(-n2cnnc2)ccc1Cl,5.8%,9.7%,-0.4%,-0.7%,-2.9%,-1.1%,-3.3%,5.1%,.,-5.4%,?
COc1cc([C@@H]2CC=C(C(=O)O)CN2S(=O)(=O)c2ccc(C)cc2)cc(OC)c1OC,21.9%,.,2.1%,-3.8%,-0.8%,-3.9%,.,.,1.2%,0.3%,.
CC(=O)O[C@@]1(C)C[C@@H](O)[C@]2(O)C=CO[C@@H](O[C@@H]3O[C@H](CO)[C@@H](O)[C@H](O)[C@H]3O)[C@@H]21,11.2%,.,0.7%,-0.6%,-0.6%,0.9%,.,.,6.4%,-8.6%,.
Fc1cccc2sc(N3CCCCC3)nc12,12.6µM*,?,13µM*,?,19µM*,?,-2.7%,-5.5%,-21.1%,?,?
O=C(NC(=S)NCCC1=CCCCC1)c1ccccc1Br,-0.9%,3.16µM*,-5.3%,9.6%,-8.5%,-6.4%,-0.3%,-1.5%,2.9%,?,3.55µM*
Cc1cc(C)n(-c2nc3c(c(=O)n(C)c(=O)n3C)n2C)n1,-21.7%,-4.4%,-0.6%,-4.0%,3.5%,-0.1%,-10.3%,-3.4%,-3.9%,-0.4%,4.8%
Cc1onc(-c2ccccc2)c1C(=O)Nc1ccc(N2CCOCC2)cc1,2.2%,-3.2%,-1.2%,1.5%,-8.1%,-4.7%,0.9%,-1.0%,-0.6%,-4.2%,7.1%
COC(=O)c1cc(NC(=O)CN(C)Cc2ccccc2)cc(C(=O)OC)c1,0.0%,3.0%,-1.1%,-1.9%,0.4%,-5.6%,-15.7%,1.7%,2.0%,0.7%,36.5%

# 2 compounds picked at random from the list so far:
canonical_smiles,BRCA1 expr act,VP16 counter,ELG1 genotoxic,NPC1 promoter act,FLuc counter,Rab9 promoter act,CXXC DNA block,MBNL1-CUG inh,uPA generation,p53 reactivator,RORg inh
O=S(=O)(Nc1ccc(-c2ccc(N3CCOCC3)nn2)cc1)c1cc(Cl)ccc1Cl,11.4%,.,-4.0%,11.5%,23.9µM*,1.1%,.,.,?,1.6%,.
Cc1cc(C)n(-c2nc3c(c(=O)n(C)c(=O)n3C)n2C)n1,-21.7%,-4.4%,-0.6%,-4.0%,3.5%,-0.1%,-10.3%,-3.4%,-3.9%,-0.4%,4.8%

# From PubChem BioAssay
